Bioassay records as filed in PubChem.
TbREL1 inh – TbREL1 RNA ligase inhibitors, primary screen, biochemical, FRET fluorescence | RNA-editing ligase 1, mitochondrial (Trypanosoma brucei brucei), P86926 | hit rate 0.49% among 89,000 | TbREL1 RNA ligation | inhibition, % at 9.66 µM | AID 1117264, 2014;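 active means inhibition above the mean inhibition across all screened compounds plus 3 SD, cut at about 11% in these data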;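 further: 0% = plate median of test wells and 100% = NSC42067 control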
Target sequence (P86926 whole entry, looked up): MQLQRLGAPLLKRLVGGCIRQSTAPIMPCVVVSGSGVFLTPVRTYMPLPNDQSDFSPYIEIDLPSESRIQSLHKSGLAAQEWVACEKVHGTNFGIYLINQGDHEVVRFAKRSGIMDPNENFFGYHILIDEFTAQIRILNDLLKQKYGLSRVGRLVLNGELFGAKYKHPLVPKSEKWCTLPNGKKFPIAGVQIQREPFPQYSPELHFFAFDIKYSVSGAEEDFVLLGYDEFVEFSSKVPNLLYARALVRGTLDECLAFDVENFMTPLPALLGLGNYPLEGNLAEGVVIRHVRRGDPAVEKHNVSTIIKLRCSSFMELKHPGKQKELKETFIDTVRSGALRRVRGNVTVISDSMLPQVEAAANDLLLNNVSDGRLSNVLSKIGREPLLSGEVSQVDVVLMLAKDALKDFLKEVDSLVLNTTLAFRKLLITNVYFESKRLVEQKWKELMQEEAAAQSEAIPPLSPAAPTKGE
* hit, by the source's call; & = joins results of further samples. Not all compounds are listed; the hit share may differ from the screen's.

SMILES | TbREL1 inh
CCC(=O)N1CCc2cc(Br)c(S(=O)(=O)NCCCN(CC)Cc3ccccc3)cc21 | 1
Cc1ccc(OCCC(=O)OC(C)C(=O)Nc2c(C)n(C)n(-c3ccccc3)c2=O)cc1 (configuration not stated) | -2
Cc1ccc(CNc2ncccc2-c2nc3cc(Cl)ccc3o2)cc1 | 6
Cc1cc(N2CCNC[C@H]2C)ccc1N1C[C@@H](C)O[C@@H](C)C1 | 8
C#CCOCCOCCOCCNc1nc(N2CCN(C(=O)[C@H]([C@@H](C)CC)n3cc(CCCCN)nn3)CC2)nc(N2CCN(C(=O)[C@H](CCCCN)n3cc(CC(C)O)nn3)CC2)n1 (some centres not stated) | 9
COc1ccc(C(=O)N2CCN=C2SCc2cccnc2)c(OC)c1 | 0
CCOC(=O)N1CCN(C(=O)c2cnc3n(c2=O)CCS3)CC1 | 1
COc1ccccc1NC(=O)Cn1cc(C#N)c2ccccc21 | 4
CC(C)(C)OC(=O)N1CCOCCOCCN(C(=O)OC(C)(C)C)CCOCCOCC1 | 1
COCCNC(=S)N1CCN(c2cccc(C)c2C)CC1 | -3
O=C(O)c1ccc(SCc2cnc(Cl)s2)cc1 | 2
CC(C)N(C(=S)Nc1ccc(S(=O)(=O)N2CCOCC2)cc1)c1ccccc1 | -1
Cc1ccc(S(=O)(=O)N2CCN(C(=O)[C@H](Cc3ccccc3)NC(=O)c3ccco3)CC2)cc1C | 2
CCN1CCc2c(sc(NC(=O)c3cc4ccccc4cc3OC)c2C(N)=O)C1 | 5
Cc1occc1C(=O)NCCCc1ccccc1 | -1
Cc1cccc(-c2n[nH]c(=S)n2/N=C/c2ccco2)c1 | -4
CCN(CC)P(=O)(Nc1ccc(Br)cc1)c1c(C)nn(CCC#N)c1NC(=O)c1ccc(Cl)cc1 (configuration not stated) | -4
O=C(COC(=O)/C=C/c1cccc(F)c1)Nc1ccccc1 | -1
O=C(c1ccc(Cl)c(Cl)c1)N1CCC(O)(CN2CCOCC2)CC1 | 1
O=C(CN1C2CCCC1CC(NC(=O)C1CCCCC1)C2)Nc1ccccc1C(F)(F)F (configuration not stated) | -3
O=C(OCC(=O)c1c[nH]c2ccccc12)c1ccc(F)c(S(=O)(=O)N2CCOCC2)c1 | -1
O=C(c1ccccc1-c1ccccc1)N1CCN(c2ccccn2)CC1 | 2
COc1ccc(/C=N/NC(=S)NCc2ccccc2)cc1OC | -3
CS(=O)(=O)N(CC(=O)Nc1ccc2c(c1)OCO2)c1ccc2c(c1)OCO2 | 3
COc1ccc(NC(=O)c2ccc(NC(=O)CSc3nccc(=O)[nH]3)cc2)cc1 | -4
Next section:
SMILES | TbREL1 inh
O=C(OCc1cccc([N+](=O)[O-])c1)c1ccc2ccccc2n1 | 1
O=C(c1ccccc1NS(=O)(=O)c1cccs1)N1CCOCC1 | 4
O=C1CN(C(=O)c2ccc(F)c(S(=O)(=O)N3CCOCC3)c2)c2ccccc2N1 | 0
CC(O)CNc1ncnc2cc(-c3ccc(F)cc3)sc12 (configuration not stated) | 7
O=C(O)c1ccc(-n2nc(C(F)(F)F)c3c2CCCC3)cc1 | -2&0
O=C(NCC1CCN(C(=O)c2cccc([N+](=O)[O-])c2)CC1)c1cccc([N+](=O)[O-])c1 | -2
CC(C)c1nnc(SCC(=O)NC2CCCCC2)n1C | 1
Cc1ccc2nc(SCC(=O)NCCc3ccccc3)nc(=O)n2c1 | 0
Cc1ccc(/C=N/NC(=O)c2ccco2)s1 | 1
COc1ccc(C(=O)NCc2csc(C)n2)cc1OC1CCN(C(C)=O)CC1 | 0
O=C1C=C(c2ccc(Oc3ccccc3)cc2)C[C@@H](c2ccc(F)cc2)C1 | 5
C[C@H]1CN([C@@H](C)CO)C(=O)CCCn2nncc2CO[C@@H]1CN(C)S(=O)(=O)c1ccc(Oc2ccccc2)nc1 | 2
CCCCc1ccc(NC(=O)NCc2ccccn2)cc1 | -1
O=C(CSc1ncnc2c1oc1ccccc12)Nc1cccc(F)c1 | -2
CC(C)[C@H](NC(=O)c1ccccc1F)C(=O)Nc1ccc2c(c1)OCO2 | -2
N#CC(C(=O)OC1CCCCC1)c1nc2ccccc2nc1N1CCCCC1 (configuration not stated) | 2
O=C1NC[C@@H](CCCCN2C[C@H](Cc3ccccc3)N(CCc3ccc(O)cc3)C(=O)C2=O)N(CCc2ccccc2)C1=O | 1
O=[N+]([O-])c1ccccc1CNCCO | 6
Cc1ccc(SCCCn2cnc3ccccc3c2=O)cc1 | 0
Cc1ccc(Cl)c(OCC(=O)Nc2ccccc2C(=O)NC2CC2)c1 | 0
Cc1ccc(-n2c(SCc3cccc(F)c3)nc3sc4c(c3c2=O)CCCC4)cc1 | -2
CCN(CC)c1nc(-c2nn[nH]n2)nc(N(CC)CC)n1 | 1
CCSc1ncnc2sc(C)c(C)c12 | 1
CCNS(=O)(=O)c1ccc(CCC(=O)Nc2ccccc2C(=O)OC)cc1 | -1
O=C(c1nc2ccccn2c1CNCCOc1cccnc1)N1CCOCC1 | -2
The results go on:
SMILES | TbREL1 inh
CCCOc1ccc(C(=O)N2CCCc3ccccc32)cc1 | 3
COc1cccc(NC(=O)C(C)SCc2ccccc2)c1 (configuration not stated) | -3
Cc1cccc(NC(=O)CNC(=O)Cc2ccc3c(c2)OCCO3)c1C | 1
Cc1ccc(C(=O)N/C(=C/c2ccco2)C(=O)NC2CCS(=O)(=O)C2)cc1 (configuration not stated) | 1
COc1cccc(CN[C@@H]2CC[C@@]34CCCN3C(=O)CCC[C@H]4C2)c1 | 0
C=CCOc1ccc(-c2nc3c(c(=O)[nH]c(=O)n3CCCC)n2C)cc1OC | -1
CCCNC(=O)C1(C)CCCN(Cc2csc3ccccc23)C1 (configuration not stated) | -4
COc1ccc(CN(C)CCc2ccccn2)c(OC)c1OC | 18*
CCN1C(=O)CC(N2CCN(c3ccc(C(=O)c4ccncc4)cc3)CC2)C1=O (configuration not stated) | 1
NNC(=O)CCc1c[nH]c2ccccc12 | -4
O=C(c1ccc(C(=O)N2CCCCCC2)cc1)N1CCCCCC1 | -1
O=C(O)C1C2C=CC3(CN(c4cccc(C(F)(F)F)c4)C(=O)C13)O2 (configuration not stated) | -2
C=CCN1C(=O)/C(=C/c2ccccc2)S/C1=N/c1nccs1 | 0
COc1ccccc1-n1c(SCC(=O)N2CCOCC2)nc(O)cc1=O | -2
O=c1oc2ccc(Cl)cc2cc1-c1ccccc1 | 3
CCC1Oc2ccc(C)cc2N(CC(=O)NCC2COc3ccccc3O2)C1=O (configuration not stated) | -1
N#Cc1nc(N2CCOCC2)nc(N2CCOCC2)n1 | 1
COc1ccc2[nH]cc(S(=O)(=O)c3ccc(C(C)C)cc3)c(=O)c2c1 | 4
COCCn1c(=NC(=O)CCS(=O)(=O)c2ccccc2)sc2c(OC)ccc(OC)c21 | 2
N=C(c1cccc([N+](=O)[O-])c1)N1CCCCC1 | 0
O=C(COC(=O)CNC(=O)C1CCCCC1)Nc1cc(C(F)(F)F)ccc1Cl | -4
COc1ccc(C(=O)NCC(c2ccco2)N2CCOCC2)cc1OC (configuration not stated) | -2
C[C@H](CO)N1C[C@H](C)[C@@H](CN(C)S(C)(=O)=O)Oc2ccc(NC(=O)C3CCCCC3)cc2C1=O | -3
CCO[C@@H]1OC(C(=O)N2CCOCC2)=C[C@H](C2CCCCC2)[C@H]1CCCO | -1
CC(=O)c1ccc(Oc2ncnc3sccc23)c(CN2CCOCC2)c1 | 5

Two of the compounds above, with values ahead of the structure.
| TbREL1 inh | Compound |
| --- | --- |
| 1 | N#Cc1nc(N2CCOCC2)nc(N2CCOCC2)n1 |
| 4 | COc1ccc2[nH]cc(S(=O)(=O)c3ccc(C(C)C)cc3)c(=O)c2c1 |

(next part)
SMILES | TbREL1 inh
CCC1CCCCN1C(=O)CSc1nnc(-c2ccc(OC)cc2)o1 (configuration not stated) | 3
COc1ccc(C(C#N)(CC(=O)O)c2cnccn2)cc1OC (configuration not stated) | 2
CCCCN1CC[C@@H](C)Oc2cc(Br)ccc2S1(=O)=O | 3
Brc1cccc(-c2cnco2)c1 | 1
O=C(Nc1ccc2nc(-c3ccco3)c(-c3ccco3)nc2c1)N1CCN(c2ccccn2)CC1 | 9
COC(=O)c1sc(NC(=O)c2ccc(OC)cc2OC)nc1C | -1
CC(C)(C)OC(=O)C1C(=O)CC(C)(O)C(C(=O)OC(C)(C)C)C1c1ccco1 (configuration not stated) | 2
CCOc1ccc(-c2nc(=S)[nH][nH]2)cc1 | -4
CCOc1ccc(OCCC(=O)N(CCOC)c2c(N)n(Cc3ccccc3)c(=O)[nH]c2=O)cc1 | 0
CS(=O)(=O)N1CCN(c2ccc([N+](=O)[O-])c(NCCN3CCOCC3)c2)CC1 | -2
O=C1NC(=S)N/C1=C/c1cccc([N+](=O)[O-])c1O | 1
Cc1ccc(CNC(=O)COC(=O)C2CC2)cc1 | 0
CC(C)[C@H](N)c1nnc(SCC(=O)c2ccc(Cl)cc2)o1 | 1
Cc1nnsc1NC(=O)OCC(C)C | -2
Cc1ccc(-n2c(-c3cccnc3)n[nH]c2=S)c(C)c1 | -5
CCOCCc1nnc(NC(=O)C2CC(=O)N(CCc3ccc(F)cc3)C2)s1 (configuration not stated) | 0
Nc1nc(SC2c3cccc4cccc(c34)C2NS(=O)(=O)c2ccccc2)n[nH]1 (configuration not stated) | -3
O=C(COC(=O)c1ccc(Cl)c(S(=O)(=O)N2CCCCC2)c1)NCc1ccco1 | -5
COc1ccc(Cl)cc1N(CC(=O)Nc1ccc2c(c1)OCCO2)S(C)(=O)=O | 1
CC(=O)Nc1cccc(C(=O)OCC(=O)NC(=O)Cc2ccccc2)c1 | 1
COC(=O)C1CCN(C(=O)CN2C(=O)NC(CC(C)C)C2=O)CC1 (configuration not stated) | 2
CCN1/C(=C2\OC(=S)N(C)C2=O)Sc2ccccc21 | 0
COc1ccc(C(=O)OCCc2ccc(O)cc2)cc1 | 2
O=C1NCCn2nc3ccccc3c21 | 8
Cc1nnc(NC(=O)CSc2nc3c(c(=O)n(C)c(=O)n3C)n2C(C)C)s1 | -1

Filtered by structure, the compounds so far with a furan ring, fused or not
SMILES | TbREL1 inh
Cc1ccc(S(=O)(=O)N2CCN(C(=O)[C@H](Cc3ccccc3)NC(=O)c3ccco3)CC2)cc1C | 2
Cc1occc1C(=O)NCCCc1ccccc1 | -1
Cc1cccc(-c2n[nH]c(=S)n2/N=C/c2ccco2)c1 | -4
Cc1ccc(/C=N/NC(=O)c2ccco2)s1 | 1
O=C(CSc1ncnc2c1oc1ccccc12)Nc1cccc(F)c1 | -2
Cc1ccc(C(=O)N/C(=C/c2ccco2)C(=O)NC2CCS(=O)(=O)C2)cc1 (configuration not stated) | 1
COc1ccc(C(=O)NCC(c2ccco2)N2CCOCC2)cc1OC (configuration not stated) | -2
O=C(Nc1ccc2nc(-c3ccco3)c(-c3ccco3)nc2c1)N1CCN(c2ccccn2)CC1 | 9
CC(C)(C)OC(=O)C1C(=O)CC(C)(O)C(C(=O)OC(C)(C)C)C1c1ccco1 (configuration not stated) | 2
O=C(COC(=O)c1ccc(Cl)c(S(=O)(=O)N2CCCCC2)c1)NCc1ccco1 | -5

Additional structures.
SMILES | TbREL1 inh
CSCCC(NC(=O)c1cc([N+](=O)[O-])cc([N+](=O)[O-])c1)c1nc2ccccc2[nH]1 (configuration not stated) | 3
CCn1cnc2c1c(=O)n(CC(=O)O)c(=O)n2Cc1ccccc1 | 2
C(=C\c1ccccc1)/CN1CCN(C(c2nnnn2-c2ccc3c(c2)OCCO3)C2CC2)CC1 (configuration not stated) | 5
O=C(NCC1CCCO1)c1cc(C(=O)c2ccc(Cl)cc2Cl)c[nH]1 (configuration not stated) | -5
Cn1c(Cn2c(=O)sc3ccccc32)nnc1SCC(=O)Nc1cccc(F)c1 | 2
COc1ccc(NC(=O)CN(C)C(=O)CNC(=O)C2CCCCC2)cc1 | -1
Cc1ccnc(NC(=O)c2ccc([N+](=O)[O-])o2)c1 | 0
CCC(=O)Nc1c2c(nn1-c1ccc(OC)cc1)CS(=O)C2 (configuration not stated) | 1
CCC(C)(C)NC(=O)CN(C(=O)C(=O)Nc1ccc2c(c1)OCCO2)C1CC1 | -4
COc1ccc(NC(=O)C(c2ccncc2)n2c(=O)c(-c3ccccc3)nc3ccccc32)cc1 (configuration not stated) | 3
COC(Cn1c(C)c(C(C)=O)c(C(C)=O)c1C)OC | -1
CN(C(=O)c1cccc(C#N)c1)c1nnc(-c2ccncc2)s1 | 5
COc1ccc(C(=O)NCCNc2ccc([N+](=O)[O-])cc2)cc1OC | 0
COc1cc(NC(=O)C23CC4CC(C2)CC(n2nnc(C)n2)(C4)C3)c(OC)cc1Cl | 1
CC1(C(=O)NS(=O)(=O)c2cccc(F)c2)CCN1C(=O)c1ccco1 (configuration not stated) | 1
Cc1ccc(-c2cc(C(=O)NN=Cc3cccc(OCc4ccccc4)c3)[nH]n2)cc1C | 10
COc1ccc([N+](=O)[O-])cc1NC(=O)CCSCCc1ccccn1 | -1
COC(=O)CSc1nnc(-c2ccc(NS(=O)(=O)c3ccc(C(C)(C)C)cc3)cc2)o1 | 5
COc1ccc(CN2C(=O)C(CC(=O)NCc3cccc4ccccc34)CC(C(=O)N(C(C)C)C(C)C)=C2C)cc1 (configuration not stated) | 5
CC(=O)N1CCc2cc(S(=O)(=O)CCC(=O)N3CCN(c4ccccc4F)CC3)ccc21 | 1
O=C(c1cc(N2CCCCC2)nc2ccccc12)N1CCOCC1 | -1
